# Source: PubChem BioAssay (several laboratories)
# KLF5 inhibitor: kruppel-like factor 5 inhibition; actives 0.23% (n = 290,000); DLD-1 KLF5 promoter-luciferase reporter, luminescence; inhibition, % at 5 µM;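 active means inhibition above a per-plate limit of that plate's mean compound inhibition plus 3 SD, cut at about 60% in these data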;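 further: 0% = DMSO wells and 100% = LY294002 at 200 µM; higher means less KLF5 promoter-driven luciferase light; inactives centre near -14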
# HIF activator: HIF pathway transcriptional activation; U2OS HRE-luciferase reporter, luminescence; normalized: DMSO 0%, desferrioxamine 100%; activation, % at 7.5 µM (by protocol); actives 0.32% (n = 300,000); AID 1910;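 active means mean activation of at least 10% of the iron chelator positive control signal, with at least half of replicates also reaching 10%; inconclusive means mean and replicate majority disagree about reaching 10%; inactive means mean and most replicates under 10%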
# GSK3B inh: inhibitors of human GSK3beta kinase; P49841; GST-GSK3beta kinase, ADP-Glo luminescence, 60 min; active compounds read low; activity score (negative = inhibition), % at 10 µM; actives 0.038% (n = 300,000); AID 2097;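 active means more than half of replicate wells score below -50%, meaning over 50% inhibition versus plate controls; inconclusive means some replicates but at most half score below -50%; inactive means no replicate scores below -50%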;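 further: 0% = median DMSO wells and -100% = median GW8510 positive control wells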
# Target sequence (P49841 whole entry, looked up): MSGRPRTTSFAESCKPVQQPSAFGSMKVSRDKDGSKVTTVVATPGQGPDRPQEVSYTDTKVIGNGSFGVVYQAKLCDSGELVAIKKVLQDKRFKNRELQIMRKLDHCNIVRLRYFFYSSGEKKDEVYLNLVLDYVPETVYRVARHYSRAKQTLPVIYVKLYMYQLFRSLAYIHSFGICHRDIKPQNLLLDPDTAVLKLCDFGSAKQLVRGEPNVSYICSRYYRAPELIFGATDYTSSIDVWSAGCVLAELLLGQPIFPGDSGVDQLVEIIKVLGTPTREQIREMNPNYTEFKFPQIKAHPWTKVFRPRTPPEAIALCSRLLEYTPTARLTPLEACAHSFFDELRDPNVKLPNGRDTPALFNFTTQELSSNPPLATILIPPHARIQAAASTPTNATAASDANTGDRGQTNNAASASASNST
#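 Test system: GST-tagged human GSK3beta kinase, cell-free; evaluation: activity score scaled between in-plate DMSO and GW8510 controls; measured by: ADP-Glo luminescence; incubation: 60 min reaction, RT; benchmarks: DMSO and 20 µM GW8510; reagent: peptide substrate plus 25 µM ATP (final); medium: Tris/MgCl2 kinase buffer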
# aSyn 5UTR inh: MLPCN primary screen, SNCA 5' untranslated region; AID 1813; inhibition, % (tested at 7.5 µM); alpha-synuclein 5'UTR reporter, inhibitor activity; actives 0.82% (n = 300,000); in the data active means inhibition above about 60%; inconclusive means no clear call, values can overlap the other calls;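 further: H4 neuroglioblastoma cells stably carrying SNCA 5'UTR luciferase fusion; 0% = DMSO wells and 100% = positive control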
# GSK3 alpha inh: blocks human GSK-3 alpha kinase; P49840; actives 0.1% (n = 320,000); ADP-Glo luminescence, 60 min; inhibition, % at 10 µM;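 in the data active means inhibition above about 50%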;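 further: GST-tagged GSK-3 alpha with peptide substrate and 25 µM ATP; 0% = DMSO neutral wells and 100% = GW8510 positive control wells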
# Target sequence (P49840 whole entry, looked up): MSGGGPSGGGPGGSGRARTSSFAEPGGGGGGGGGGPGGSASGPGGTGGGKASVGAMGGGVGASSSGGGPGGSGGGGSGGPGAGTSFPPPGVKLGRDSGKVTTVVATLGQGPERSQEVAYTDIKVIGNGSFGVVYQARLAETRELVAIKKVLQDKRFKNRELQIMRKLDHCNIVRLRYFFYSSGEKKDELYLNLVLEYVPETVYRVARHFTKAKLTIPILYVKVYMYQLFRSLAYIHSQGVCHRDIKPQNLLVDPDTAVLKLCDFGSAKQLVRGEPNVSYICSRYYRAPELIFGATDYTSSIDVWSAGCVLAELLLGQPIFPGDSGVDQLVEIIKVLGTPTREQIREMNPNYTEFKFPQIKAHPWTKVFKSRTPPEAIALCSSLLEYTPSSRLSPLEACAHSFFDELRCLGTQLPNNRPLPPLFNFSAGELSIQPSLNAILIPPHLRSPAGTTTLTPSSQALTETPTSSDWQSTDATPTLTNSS
# HSP90 refold inh: blocks HSP90-mediated luciferase refolding in reticulocyte lysate; inhibition, % at 5.6 µM; actives 0.91% (n = 290,000); Rabbit reticulocyte lysate, luciferase refolding luminescence, 3 h; AID 1789;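 active means inhibition above the screen-wide mean plus 3 SD, computed separately per campaign, cut at about 16% in these data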;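 further: 0% = DMSO wells and 100% = 60 µM geldanamycin wells; inhibitors lower the luminescence because luciferase stays unfolded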
# HSF1 activator: increases HSF-1 driven luciferase reporter signal; NIH3T3-HGL HSF-1 luciferase reporter, MG132, 8 h; 100% = twice DMSO control signal; activation, % at 9 µM; actives 1.7% (n = 300,000); AID 504408;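 active means mean replicate activation of at least 50% with a set share of replicates each reaching 50%; inconclusive means only one of those two conditions met; inactive means mean below 50% and too few replicates reaching it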;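 further: 0% = median of the neutral control wells and 100% = twice that signal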
# HSF1 inhib: HSF1 inhibition | NIH3T3-HGL HSE-luciferase, MG132-induced, luminescence 8 h; active compounds read low | activity change, negative = inhibition, % at 7.5 µM (by protocol) | actives 0.77% (n = 300,000) | AID 2098;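 active means more than half of replicate wells show activity change below -50%, luminescence cut by over half; inconclusive means some wells, but at most half, below -50%; inactive means no replicate well below -50%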;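 further: luciferase reports HSF-1 transcriptional activity via heat shock element; 0% = median of DMSO wells and -100% = zero luminescence signal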
# IEC-6 tox: kills IEC-6 intestinal cells in KLF5 counter-screen. IEC-6 cytotoxicity, luminescence viability. inhibition, % at 5 µM. actives 0.78% (n = 290,000). AID 1825; in the data active means inhibition above about 22%;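 further: 0% = plate median of test compound wells and 100% = cytotoxic reference compound wells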
# AI-2 QS mod: Vibrio harveyi AI-2 quorum sensing modulation. Vibrio harveyi JMH597 AI-2 luminescence/OD600 ratio, 9 h; active compounds read low; strain lacks LuxN and CqsS sensors; 0 = neutral-control median. activity change, % at 7.5 µM. actives 0.4% (n = 300,000); in the data active means activity change below about -75%, passing the limit was not always enough; inconclusive means no clear call, values can overlap the other calls;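 further: luminescence divided by OD600 gain over 9 h not by final OD600 alone; inactives centre near 13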
# Starred values were filed as active, the others as inactive; ? = inconclusive; . = no result given.
1	COc1cccc(C(=O)C2CCCN(Cc3cn(C)nc3-c3ccccc3)C2)c1 (stereo unspecified)
2	Cc1cc(SCc2cccc(C(F)(F)F)c2)nc(=O)[nH]1
3	COc1cccc(CNCC2CCCO2)c1 (stereo unspecified)
4	O=C1c2ccccc2-c2ccc(C(=O)N3CCCCC3)cc21
5	COC(=O)CCCC[C@@H]1SC[C@@H](NC(=O)OC)[C@@H]1NC(=O)OC
6	COc1ccc(CC(=O)NCc2nnc(SCC(=O)Nc3cccc(F)c3)n2C)cc1
7	CNC(=O)N(O)C1N(C)C(=O)N(Cc2ccccc2)C1(C)C (stereo unspecified)
8	COC(=O)c1sc(N2CCCCC2)c(C#N)c1N
assay / entry	1	2	3	4	5	6	7	8
KLF5 inhibitor	-18	-6	-22	-43	-16	6	16	-40
HIF activator	-0.1	0.4	0.7	2.1	-0.6	0.0	0.0	1.0
GSK3B inh	2	3	-7	-1	0	2	0	1
aSyn 5UTR inh	9	2	-11	-18	13	-10	9	-22
GSK3 alpha inh	0	-2	0	-1	-3	-1	.	-2
HSP90 refold inh	4	0	-2	-2	-3	-1	4	-5
HSF1 activator	23	8	36	21	24	12	11	-1
HSF1 inhib	13	4	13	-5	5	3	-5	0
IEC-6 tox	1	-2	4	2	2	0	4	1
AI-2 QS mod	11	15	12	48	4	13	5	6

# Nos. 5 to 8 from above:
5	COC(=O)CCCC[C@@H]1SC[C@@H](NC(=O)OC)[C@@H]1NC(=O)OC
6	COc1ccc(CC(=O)NCc2nnc(SCC(=O)Nc3cccc(F)c3)n2C)cc1
7	CNC(=O)N(O)C1N(C)C(=O)N(Cc2ccccc2)C1(C)C (stereo unspecified)
8	COC(=O)c1sc(N2CCCCC2)c(C#N)c1N
assay / entry	5	6	7	8
KLF5 inhibitor	-16	6	16	-40
HIF activator	-0.6	0.0	0.0	1.0
GSK3B inh	0	2	0	1
aSyn 5UTR inh	13	-10	9	-22
GSK3 alpha inh	-3	-1	.	-2
HSP90 refold inh	-3	-1	4	-5
HSF1 activator	24	12	11	-1
HSF1 inhib	5	3	-5	0
IEC-6 tox	2	0	4	1
AI-2 QS mod	4	13	5	6

# Continuation:
9	CCOc1ccc(OCC)c(NC(=O)CSc2nc3ccccc3c(=O)n2C)c1
10	CCc1nnc(N/N=C\c2ccc(OC(C)=O)c(OC)c2)n1N
11	Cc1cc(C)c(S(=O)(=O)Nc2cccc3nsnc23)c(C)c1
12	Cc1cccc(NC(=O)C2CCCN(S(=O)(=O)c3ccc4c(c3)oc(=O)n4C)C2)c1 (stereo unspecified)
13	COCCNCC(=O)Nc1ccc(OC(F)(F)F)cc1
14	Cc1cc(C)c(O)c(-c2n[nH]c3c2C(c2cccc(O)c2)N(Cc2ccco2)C3=O)c1 (stereo unspecified)
15	O=[N+]([O-])c1cccc(C2CC(c3ccccc3)=NN2c2ccccc2)c1 (stereo unspecified)
16	C/C(=N\OC(=O)NC(C)C)c1sc(-c2ccc(Cl)cc2)nc1C
assay / entry	9	10	11	12	13	14	15	16
KLF5 inhibitor	-11	-36	-30	-3	-10	7	-22	-127
HIF activator	-1.5	-1.0	-0.4	-0.5	0.2	-0.3	3.2	5.4
GSK3B inh	4	-1	-1	3	0	3	2	0
aSyn 5UTR inh	44	11	12	22	2	12	11	-154
GSK3 alpha inh	-3	-5	4	2	1	1	0	2
HSP90 refold inh	-3	0	3	-2	1	4	1	-1
HSF1 activator	5	-62	28	8	-1	48	16	?
HSF1 inhib	3	?	13	1	15	33	5	27
IEC-6 tox	-5	1	4	-4	1	4	-4	13
AI-2 QS mod	30	7	31	11	18	55	-4	-5

17	CC1CC(=O)Nc2ccc([N+](=O)[O-])cc2N1C (stereo unspecified)
18	Cn1c(O)c(/C=C2\C=Nc3ccccc32)sc1=Nc1ccc(C(=O)O)cc1
19	Cc1ccc(C)c(Cn2nnc3c(=O)[nH]c(C4CCN(S(=O)(=O)c5ccc(S(=O)(=O)N(C)C)cc5)CC4)nc32)c1
20	COc1ccc(C(=O)/C=C/Nc2ccc([N+](=O)[O-])cc2C)c(OC)c1
21	Cc1cc(C(C)(C)C)cc(S(=O)(=O)Nc2ccc(O)c(C(=O)O)c2)c1C
22	Cc1ccc(OCCCCCN2CCOCC2)c(Cl)c1
23	COc1ccccc1-n1cc(C(=O)NCC(=O)NCc2ccc(F)cc2)c2ccccc2c1=O
24	COC(=O)CCCNS(=O)(=O)c1ccc2ccccc2c1
assay / entry	17	18	19	20	21	22	23	24
KLF5 inhibitor	2	-3	-25	-10	-5	.	-15	-33
HIF activator	-0.3	0.0	-0.6	1.3	0.2	1.3	0.0	.
GSK3B inh	1	3	-3	0	6	2	1	3
aSyn 5UTR inh	-42	6	10	-6	-45	-74	-10	.
GSK3 alpha inh	-1	-4	-1	0	-7	1	.	0
HSP90 refold inh	-3	-1	22*	-4	4	.	1	-1
HSF1 activator	7	-6	0	-2	0	27	23	.
HSF1 inhib	-4	3	0	6	2	2	7	.
IEC-6 tox	-4	-3	4	2	0	.	-1	-2
AI-2 QS mod	18	26	9	9	-11	11	-5	8

25	COc1ccccc1-c1nc(NC(C)=O)n[nH]1
26	CCCc1nnc2c(N(C)S(=O)(=O)c3ccc(C)cc3)nc3ccccc3n12
27	Cc1ccsc1/C=N/N1CCN(c2ccccc2)CC1
28	S=C(NCC1COc2ccccc2O1)Nc1ccc(Br)cc1 (stereo unspecified)
29	Cc1ccc(CNC(=O)Cn2nnc(C(=O)Nc3ccc(Br)cc3)c2N)cc1
30	CC1CC(C)CN(CCC(=O)Nc2cccc(Cl)c2)C1 (stereo unspecified)
31	COc1ccc(N(CC(=O)N/N=C/c2ccc(C(=O)O)cc2)S(=O)(=O)c2ccc(NC(C)=O)cc2)cc1
32	CCCCN(Cc1cc2ccccc2[nH]c1=O)S(C)(=O)=O
assay / entry	25	26	27	28	29	30	31	32
KLF5 inhibitor	1	-34	-61	-7	-9	-26	-27	-15
HIF activator	-0.2	-0.4	1.1	0.0	0.0	0.0	-5.9	-0.1
GSK3B inh	0	-10	2	-5	1	0	-1	1
aSyn 5UTR inh	22	16	-148	-4	-2	-10	3	15
GSK3 alpha inh	-1	0	-2	-2	2	1	1	0
HSP90 refold inh	7	2	3	3	-6	-1	-1	-3
HSF1 activator	6	-10	13	6	8	-13	-4	8
HSF1 inhib	-7	8	7	-9	0	-8	-5	-2
IEC-6 tox	6	9	-4	-9	-5	-6	11	-3
AI-2 QS mod	10	16	20	-3	6	16	11	10

33	COc1ccc2c(c1)C(C1=C(O)CC(C)(C)CC1=O)C1=C(CC(C)(C)CC1=O)O2 (stereo unspecified)
34	CCOC(=O)CSc1ncc(OC)c(Sc2ccc(Cl)cc2)n1
35	C/C(=N\NC(=O)C(c1ccccc1)c1ccccc1)c1ccc(O)cc1
36	NC(=O)CC(O)c1cccc(Cl)c1 (stereo unspecified)
37	CCCc1ccc(Oc2cc(Cl)nc(N)n2)cc1
38	CCc1nnc(NC(=O)CSc2nc3cccnc3n2C2CCCCC2)s1
39	COC(=O)c1cn(C(=O)c2ccccc2F)nc1N
40	Cc1cc(C)n(-c2ccc(C(=O)Nc3cc(S(=O)(=O)N(C)C)ccc3Cl)cc2)n1
assay / entry	33	34	35	36	37	38	39	40
KLF5 inhibitor	9	10	-12	-44	-14	-2	-18	-17
HIF activator	.	-0.4	-0.6	0.3	2.3	1.7	0.1	0.2
GSK3B inh	-1	1	0	-8	-4	2	-1	-3
aSyn 5UTR inh	.	-5	3	9	-149	51	-28	-13
GSK3 alpha inh	0	1	3	-2	-1	3	-1	1
HSP90 refold inh	4	-1	1	-2	-3	1	-1	-2
HSF1 activator	.	-5	25	1	0	6	-1	7
HSF1 inhib	.	-1	4	-3	5	6	-14	18
IEC-6 tox	2	4	-1	1	-4	3	-5	4
AI-2 QS mod	14	1	9	12	6	43	-4	5

41	O=C(CCc1nc2ccccc2[nH]1)N1CCN(C(=O)c2ccco2)CC1
42	CCN1CCN(C(=S)c2ccc(O)cc2)CC1
43	COc1ccc(-c2csc(N3C(=O)C4C5c6ccccc6C(c6ccccc65)C4C3=O)n2)cc1 (stereo unspecified)
44	CCCCN(CC)CCNC(=O)c1cc2c(=O)n(CC)c3ccccc3c2s1
45	CCCSc1nnc2nc(C)cc(C)n12
46	Cc1nc(SCC(=O)Nc2c(C)nn(C)c2C)c2cnn(-c3ccccc3)c2n1
47	CC(=O)c1ccc(N=c2scc(C)n2C(C)C)cc1
48	CC(=O)c1sc(-c2cccc(Cl)c2)nc1C
assay / entry	41	42	43	44	45	46	47	48
KLF5 inhibitor	29	-3	7	-35	-2	-18	-8	-29
HIF activator	0.2	0.0	-0.2	-2.1	0.2	-0.6	-0.1	1.2
GSK3B inh	0	0	-2	-4	2	-1	0	3
aSyn 5UTR inh	10	-4	-8	-274	-2	-12	-11	-60
GSK3 alpha inh	.	3	-2	14	1	-3	-1	-3
HSP90 refold inh	3	3	6	-3	-4	-2	-3	1
HSF1 activator	0	-11	1	8	0	1	-2	7
HSF1 inhib	0	-4	2	3	1	5	2	9
IEC-6 tox	4	-4	1	14	5	1	8	1
AI-2 QS mod	11	11	-3	9	27	19	7	12

# HSP90 refold inh, entries above that show a hit
no.	SMILES	KLF5 inhibitor	GSK3B inh	aSyn 5UTR inh	GSK3 alpha inh	HSP90 refold inh	HSF1 activator	HSF1 inhib	AI-2 QS mod
19	Cc1ccc(C)c(Cn2nnc3c(=O)[nH]c(C4CCN(S(=O)(=O)c5ccc(S(=O)(=O)N(C)C)cc5)CC4)nc32)c1	-25	-3	10	-1	22*	0	0	9

# The listing continues:
49	COc1ccc(/C(O)=C2/C(=O)C(=O)N(CCN(C)C)C2c2ccc(F)cc2)cc1Cl (stereo unspecified)
50	COC(=O)c1c(CCl)noc1C(=O)NCC1CCCO1 (stereo unspecified)
51	O=C(NCc1ccco1)/C(=C\c1ccc(F)cc1)NC(=O)c1ccco1
52	N#C/C(=C\c1ccc(/C=C(/C#N)c2nn(CCO)c(N)c2C#N)cc1)c1nn(CCO)c(N)c1C#N
53	C=CCn1c(C)nnc1SCC(=O)Nc1nc(C)c(C(=O)N(C)C)s1
54	COCCNC(=O)C1CC(=O)N(c2ccc(OC)cc2)C1c1ccc(OC)cc1 (stereo unspecified)
55	COc1ccc(CC(=O)NC2CCS(=O)(=O)C2)cc1 (stereo unspecified)
assay / entry	49	50	51	52	53	54	55
KLF5 inhibitor	-8	-22	-1	-4	-33	2	.
HIF activator	0.0	.	0.5	155*	-0.2	0.3	-1.1
GSK3B inh	1	.	0	-1	-1	-4	3
aSyn 5UTR inh	-11	.	7	7	-14	3	-12
GSK3 alpha inh	-3	0	2	-1	0	1	-8
HSP90 refold inh	0	-3	6	5	0	0	.
HSF1 activator	38	.	7	-7	-81	-17	2
HSF1 inhib	7	.	-9	0	-76*	-1	-1
IEC-6 tox	3	-4	-6	-4	-6	3	.
AI-2 QS mod	11	.	9	17	27	6	2
